INS-1E GSIS act = GLuc luminescence reporter in INS-1E cells, primary screen for activators of glucose-dependent secretion of insulin | INS-1E GLuc reporter insulin secretion, 2-3 h | activation, % at 16.6 µM | 370,000 tested, 0.61% active | AID 743287;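 active = lowest replicate activation of at least 40%, so every replicate reaches that level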;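 also: 0% = median of neutral control wells and 100% = median of IBMX positive control wells; some compounds called inactive have numbers as strong as hits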
PglD DTNB = inhibitors of Campylobacter jejuni PglD acetyltransferase | purified PglD enzyme, DTNB colorimetric CoA detection | inhibition, % at 12.5 µM | 360,000 tested, 0.098% active; in the data active = inhibition above about 16%, passing the limit was not always enough; inconclusive = no clear call, values can overlap the other calls; also: strong numbers were not always called active
C2C12 statin = suppression of simvastatin myotoxicity. C2C12 myotubes + simvastatin, ATP luminescence, 48 h; scaled: DMSO 0, geranylgeraniol control 100. 330,000 tested, 0.78% active. rescue of ATP level, % at 7.49 µM;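 active = mean ATP rescue above about 67%, or every replicate alone reaching that limit, limit read from the data, passing the limit was not always enough; inconclusive = no clear call, values can overlap the other calls; inactive = mean under the limit and some replicate under it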;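 also: myotubes were challenged with 10 µM simvastatin during compound exposure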
PGC1a acetyl inh = modulators of PGC1a acetylation; 350,000 tested, 0.17% active; U2OS PGC1a acetylation, AlphaScreen anti-acetyl-lysine; with virally co-expressed GCN5 acetyltransferase; inhibition, % at 15.6 µM;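 active = every replicate shows inhibition of at least 40%; inconclusive = mean inhibition at least 40% but some replicate below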;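 also: 0% = neutral control wells and 100% = positive control wells; some results beyond the cut were filed as inactive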
F508del corr = CFTR F508del correction in bronchial cells | AID 720511 | activity (quench increase), % at 7.58 µM | 350,000 tested, 0.36% active | CFBE cells, YFP halide quenching; stimulated with forskolin plus potentiator P3; % fluorescence drop versus neutral controls;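 active = mean added fluorescence quench of at least 8% versus neutral control, with both replicates also reaching 8%; inconclusive = only one of the mean or replicate conditions met; inactive = mean below 8% and not both replicates reaching 8%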;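 also: cells transiently co-express mutant CFTR-F508del with the halide-sensitive YFP; corrector assay measuring rescue of mutant channel to the surface after 24 h compound exposure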
Cneo AK release = causes C. neoformans cell lysis; 360,000 tested, 0.2% active; lysis activity, % at 15 µM; AID 651654; adenylate kinase release luminescence, 4 h; normalised: neutral wells 0, clomiphene wells 100;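 active = mean lysis activity across replicates of at least 80%, whatever share of replicates individually reach that level; inactive = mean lysis activity below 80%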
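Material: C. neoformans cells; Schedule: 4 h static compound exposure, 37 °C, read 1 h post-reagent; Measured by: adenylate kinase release luminescence; Read-out: signal increase indicating cell lysis; Controls: Clomiphene as positive lysis control.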
FN deposit inh = fibronectin deposition inhibition; AH1F fibroblasts, Alexa488-fibronectin deposition fluorescence, overnight; inhibition, % at 12.6 µM; 350,000 tested, 0.086% active;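 active = mean inhibition across replicates of 30% or more, regardless of how many single replicates reach that level; inconclusive = mean under 30% yet at least half of replicates reach 30%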;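 also: positive control wells lacked labelled fibronectin entirely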
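Schedule: 1 h cell adhesion before compound, then overnight fibronectin incubation; test system: AH1F fibroblast monolayer depositing Alexa488-labelled fibronectin into matrix; quantity: 10000 AH1F cells per well; probe or stimulus: fluorescent fibronectin at 24 nM final; signal: fluorescence, ex 485 nm, em 525 nm; evaluation: percent inhibition as loss of matrix-bound fibronectin fluorescence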
miR122 inh = blocks miR-122 activity in Huh7 sensor cells. activation (reporter increase), % at 12.5 µM. Huh7 miR-122 Renilla luciferase sensor, 48 h; neutral wells = 0, positive control = 100. 340,000 tested, 0.3% active;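 active = mean replicate activation score at least 90 and every replicate individually at or above 90; inconclusive = only one of the two criteria met; inactive = neither criterion met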;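 also: higher luciferase means less miR-122 activity so hits act as miR-122 inhibitors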
Numbers without * were called inactive; [ ] = another dose, or the depositor's remark.

Results for Cc1ccc(S(=O)(=O)Nc2ccc3c(c2)C(=O)N([C@@H](C)CO)C[C@@H](C)[C@@H](CN(C)C(=O)Nc2cccc4ccccc24)OCCCC[C@H](C)O3)cc1 ?
INS-1E GSIS act: -39.1; PglD DTNB: -1.1; PGC1a acetyl inh: -10.0; F508del corr: -0.7; Cneo AK release: -3.0; FN deposit inh: 6.7; miR122 inh: -1.0[16.7 µM]

What do the screens show for `C=CCSc1ncnc2sc(C)c(C)c12`?
INS-1E GSIS act: -13.5; PglD DTNB: 3.8; C2C12 statin: 8.0; PGC1a acetyl inh: -9.7; F508del corr: -3.2; Cneo AK release: 0.7; FN deposit inh: -0.3; miR122 inh: 1.3

How did c1ccc(-n2nnnc2NCCc2c[nH]c3ccccc23)cc1 do in these assays?
PglD DTNB: -3.7; C2C12 statin: -11.1; PGC1a acetyl inh: -5.4; Cneo AK release: -0.3; FN deposit inh: 4.3; miR122 inh: -31.6

How did Cc1ccc(C)c(OCCC(=O)OCC(=O)Nc2ccc(C)c(S(=O)(=O)N3CCCCC3)c2)c1 do in these assays?
INS-1E GSIS act: -7.3; C2C12 statin: 14.9; PGC1a acetyl inh: 3.4; F508del corr: -2.3; FN deposit inh: -1.2; miR122 inh: 5.3

What do the screens show for `N#CCc1ccnc2ccccc12`?
INS-1E GSIS act: -20.9; PglD DTNB: 1.9; C2C12 statin: 2.1; PGC1a acetyl inh: 7.9; F508del corr: 3.2; Cneo AK release: 2.5; FN deposit inh: 16.7; miR122 inh: -11.9

What do the screens show for `CCC(=O)Nc1nnc(SCC(=O)c2ccc3c(c2)Cc2ccccc2-3)s1`?
INS-1E GSIS act: -8.1; PglD DTNB: -0.6; C2C12 statin: 7.4; PGC1a acetyl inh: 9.6; F508del corr: 1.4; Cneo AK release: 0.2; miR122 inh: 6.3

Results for c1ccc(COc2cccc(-c3cc4nc(NCCCn5ccnc5)ccn4n3)c2)cc1 ?
PglD DTNB: -2.9; C2C12 statin: -23.8; PGC1a acetyl inh: -2.5; F508del corr: 1.0; Cneo AK release: 16.7; FN deposit inh: 15.5; miR122 inh: -4.8

How did CN(CCCNC(=O)C1CCC(=O)N1Cc1ccc(F)cc1)c1ccccc1 (stereo not given) do in these assays?
PglD DTNB: 6.3; C2C12 statin: -124.2; PGC1a acetyl inh: -36.3; F508del corr: 0.4; Cneo AK release: -5.6; FN deposit inh: -1.6; miR122 inh: 3.8

What do the screens show for `O=C(O)c1ccc(CSc2nnc(-c3ccncc3)n2CC2CCCO2)cc1` (stereo not given)?
PglD DTNB: 5.3; C2C12 statin: 0.5; PGC1a acetyl inh: 19.2; Cneo AK release: -1.1; FN deposit inh: -1.6; miR122 inh: -7.8

What do the screens show for `C[C@@H]1CN([C@H](C)CO)C(=O)c2cc(-c3ccc(F)cc3)cnc2O[C@@H]1CN(C)C(=O)NC1CCCC1`?
INS-1E GSIS act: 7.3; PglD DTNB: 1.8; C2C12 statin: 9.4; PGC1a acetyl inh: -0.1; F508del corr: 3.2; Cneo AK release: 7.3; FN deposit inh: -2.0; miR122 inh: -11.7[16.7 µM]

How did O=C(COC(=O)/C=C/c1ccc(F)cc1)Nc1nnc(-c2ccccc2)o1 do in these assays?
INS-1E GSIS act: 9.1; PglD DTNB: 2.9; C2C12 statin: 0.4; PGC1a acetyl inh: 1.1; F508del corr: -4.8; Cneo AK release: 1.1; FN deposit inh: -14.9; miR122 inh: -8.3

How did CC(CCc1ccccc1)NC(=O)c1cncc(Br)c1 (stereo not given) do in these assays?
INS-1E GSIS act: -0.2; PglD DTNB: 1.9; C2C12 statin: -2.4; Cneo AK release: 2.4

What do the screens show for `COc1cc2nc(N(CCCN(C)C)C(=O)c3ccc(S(=O)(=O)N4CCc5ccccc54)cc3)sc2cc1OC`?
INS-1E GSIS act: -55.9; PglD DTNB: -3.1; C2C12 statin: 8.6; PGC1a acetyl inh: -9.3; F508del corr: -1.4; Cneo AK release: 0.8; FN deposit inh: -0.2; miR122 inh: -5.9

What do the screens show for `O=C(c1cc(-c2ccc(F)cc2)nc2ccccc12)N1CCN(C2CCS(=O)(=O)C2)CC1` (stereo not given)?
INS-1E GSIS act: 24.4; PglD DTNB: -0.3; C2C12 statin: -5.7; PGC1a acetyl inh: 10.9; F508del corr: 1.3; Cneo AK release: -1.6; FN deposit inh: -11.3; miR122 inh: -1.8

What do the screens show for `Cc1csc(-c2cccnc2)n1`?
INS-1E GSIS act: 21.3; PglD DTNB: 0.9; C2C12 statin: 5.7; PGC1a acetyl inh: 9.0; Cneo AK release: -1.2; FN deposit inh: -3.1; miR122 inh: -5.6

What do the screens show for `Cc1ccnc(N2C(=O)c3cccc4c([N+](=O)[O-])ccc(c34)C2=O)c1`?
INS-1E GSIS act: -0.5; PglD DTNB: -0.6; C2C12 statin: inconclusive; PGC1a acetyl inh: 30.3; F508del corr: 22.6*; Cneo AK release: -3.0; miR122 inh: -6.2

How did COc1ccccc1/C=C/C(=O)OCC(=O)N1c2ccccc2CC1C (stereo not given) do in these assays?
INS-1E GSIS act: 1.2; C2C12 statin: 0.7; PGC1a acetyl inh: 0.9; F508del corr: 0.7; FN deposit inh: 2.0

What do the screens show for `Cc1cccn2c(=O)c3cc(C(=O)NC4CCCC4)c(=N)n(Cc4ccc(F)cc4)c3nc12`?
INS-1E GSIS act: 20.7; PglD DTNB: 2.6; C2C12 statin: -23.3; PGC1a acetyl inh: -11.7; F508del corr: -0.1; Cneo AK release: -11.8; FN deposit inh: 4.1; miR122 inh: 8.4

How did O=C(CC(=O)c1ccccc1)Nc1ccc([N+](=O)[O-])cc1 do in these assays?
INS-1E GSIS act: 8.7; PglD DTNB: -2.1; C2C12 statin: 7.1; PGC1a acetyl inh: 2.2; F508del corr: 2.8; Cneo AK release: -1.2; FN deposit inh: 1.5

What do the screens show for `C[C@@H]1CCCCO[C@@H](CN(C)Cc2ccncc2)[C@H](C)CN([C@@H](C)CO)C(=O)c2cc(NC(=O)c3ccncc3)ccc2O1`?
INS-1E GSIS act: 25.5; PglD DTNB: 2.8; PGC1a acetyl inh: 0.4; F508del corr: -2.2; Cneo AK release: -1.0; FN deposit inh: -16.4; miR122 inh: -3.6[16.7 µM]

What do the screens show for `CCCc1c(C(=O)N/N=C/c2ccccc2C(F)(F)F)nnn1-c1nonc1N`?
INS-1E GSIS act: -1.8; PglD DTNB: -2.3; C2C12 statin: -5.1; PGC1a acetyl inh: 12.5; F508del corr: 4.0; Cneo AK release: -0.9; FN deposit inh: -3.1; miR122 inh: -14.7

How did Cc1ccc(S(=O)(=O)N(C)C[C@H]2OCCCC[C@@H](C)Oc3ccc(NS(=O)(=O)c4cccs4)cc3C(=O)N([C@@H](C)CO)C[C@H]2C)cc1 do in these assays?
INS-1E GSIS act: -4.8; PglD DTNB: -6.0; PGC1a acetyl inh: -8.2; F508del corr: -1.6; Cneo AK release: -1.5; FN deposit inh: 6.3; miR122 inh: 0.7[16.7 µM]

What do the screens show for `C[C@@H]1CCCCO[C@H](CN(C)S(=O)(=O)c2ccc(Cl)cc2)[C@@H](C)CN([C@@H](C)CO)C(=O)c2cc(NC(=O)CCC(F)(F)F)ccc2O1`?
INS-1E GSIS act: -5.5; PglD DTNB: -4.0; PGC1a acetyl inh: 13.4; F508del corr: 4.4; Cneo AK release: 5.5; FN deposit inh: 2.7; miR122 inh: -8.9[16.7 µM]

Results for CN1CCN(C(=O)CCS(=O)(=O)c2cc3c(cc2Cl)NC(=O)CO3)CC1 ?
INS-1E GSIS act: 9.7; PglD DTNB: 0.8; C2C12 statin: 7.9; F508del corr: -2.5; Cneo AK release: -3.0; FN deposit inh: -1.6

Results for CCOC(=O)/C=C1\NC(C)(C)Cc2cc(OC)c(OC)cc21 ?
PglD DTNB: -2.9; Cneo AK release: -1.2; FN deposit inh: 0.5; miR122 inh: -13.3

Results for COc1ccccc1NC(=O)N1C[C@H](O)COC[C@@H]2O[C@@H](CC(=O)NCCc3ccncc3)CC[C@H]21 ?
INS-1E GSIS act: 12.6; PglD DTNB: 0.9; C2C12 statin: 6.2; PGC1a acetyl inh: -7.5; F508del corr: 0.5; Cneo AK release: -3.0; FN deposit inh: 0.3; miR122 inh: -0.6[16.7 µM]

What do the screens show for `COc1ccccc1C#Cc1ccc2c(c1)[C@@H]1[C@@H](CCN1C(=O)c1ccncc1)[C@@H](CO)N2`?
INS-1E GSIS act: -19.2; PglD DTNB: -0.1; C2C12 statin: 24.4; PGC1a acetyl inh: 3.2; F508del corr: 1.7; Cneo AK release: -6.8; FN deposit inh: -8.9; miR122 inh: -4.6[16.7 µM]

How did CCOC(=O)c1cn(C2CC2)c2c(F)c(NCCCN(C)C)c(F)cc2c1=O do in these assays?
INS-1E GSIS act: 7.4; PglD DTNB: -3.4; C2C12 statin: -2.9; PGC1a acetyl inh: 4.0; F508del corr: -2.1; Cneo AK release: 2.3; FN deposit inh: 11.8; miR122 inh: 4.9

Results for Cc1onc(-c2ccccc2Cl)c1C(=O)Nc1cc(=O)n(C)c(=O)n1C ?
PglD DTNB: 0.2; PGC1a acetyl inh: 1.1; Cneo AK release: 4.5; miR122 inh: 11.6

What do the screens show for `CCCCC(=O)Nc1nnc(S(=O)(=O)N(CC)c2ccccc2)s1`?
INS-1E GSIS act: 2.1; PglD DTNB: -2.0; C2C12 statin: -8.4; PGC1a acetyl inh: -11.4; F508del corr: 2.6; Cneo AK release: 1.4; FN deposit inh: -0.5; miR122 inh: -5.1

How did C[C@H](CO)N1C[C@H](C)[C@@H](CN(C)S(=O)(=O)c2ccc(Cl)cc2)OCCCC[C@H](C)Oc2ccc(NC(=O)NC3CCCCC3)cc2C1=O do in these assays?
INS-1E GSIS act: -3.9; PglD DTNB: 4.7; PGC1a acetyl inh: -6.5; F508del corr: -2.9; Cneo AK release: -0.8; miR122 inh: -4.7[16.7 µM]

How did O=C(Cc1ccncc1)NCC[C@@H]1CC[C@H](NC(=O)C2CCOCC2)[C@H](CO)O1 do in these assays?
INS-1E GSIS act: 4.4; PglD DTNB: -0.6; C2C12 statin: 2.5; PGC1a acetyl inh: 2.5; F508del corr: -0.9; Cneo AK release: -2.0; FN deposit inh: -3.4

How did Cc1ccc(C(=O)Nc2ccc(OCc3ccccc3)cc2)cc1[N+](=O)[O-] do in these assays?
INS-1E GSIS act: 26.7; PglD DTNB: -2.0; C2C12 statin: -7.1; PGC1a acetyl inh: -23.4; Cneo AK release: 2.7; FN deposit inh: -3.7; miR122 inh: -5.8

How did CN(C)C(=O)C[C@@H]1C[C@@H]2c3cc(NC(=O)C4CCOCC4)ccc3O[C@@H]2[C@H](CO)O1 do in these assays?
INS-1E GSIS act: 7.1; PglD DTNB: 1.6; C2C12 statin: 4.6; PGC1a acetyl inh: -1.5; F508del corr: -0.4; Cneo AK release: -5.9; FN deposit inh: -4.5; miR122 inh: -5.2[16.7 µM]

How did C[C@@H]1CN([C@H](C)CO)C(=O)c2cc(N(C)C)ccc2O[C@@H](C)CCCCO[C@H]1CN(C)Cc1ccc(C(=O)O)cc1 do in these assays?
INS-1E GSIS act: -0.1; PglD DTNB: -0.1; C2C12 statin: -28.8; PGC1a acetyl inh: 2.7; F508del corr: 3.6; Cneo AK release: 0.0; FN deposit inh: -10.5; miR122 inh: -7.0[16.7 µM]

Bioassay records: PubChem, Broad Institute
